14-3-3 PPI – alters human 14-3-3 gamma binding to Raf peptide; inhibition, % at 40 µM; FP, 14-3-3gamma / TMR-pS259-Raf peptide binding; actives 0.19% (n = 160,000); P61981; in the data active means inhibition above about 30%;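 further: 0% = protein plus tracer without compound and 100% = blank with tracer alone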
Target sequence (P61981 whole entry, looked up): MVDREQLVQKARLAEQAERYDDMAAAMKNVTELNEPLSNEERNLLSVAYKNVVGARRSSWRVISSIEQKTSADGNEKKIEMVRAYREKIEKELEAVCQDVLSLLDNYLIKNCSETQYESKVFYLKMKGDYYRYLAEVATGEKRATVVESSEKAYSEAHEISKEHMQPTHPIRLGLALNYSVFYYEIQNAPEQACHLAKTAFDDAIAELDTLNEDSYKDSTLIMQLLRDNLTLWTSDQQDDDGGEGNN
* hit, by the source's call; & = joins results of further samples. A portion of the library; the hit share may differ from the screen's.

| SMILES | 14-3-3 PPI |
| --- | --- |
| COC(=O)C1=C(C)NC(C)=C(C(=O)OC)C1c1ccccc1F | -6 |
| CC(C)c1ccc2oc(-c3ccc(NC(=O)c4ccccc4Cl)cc3)nc2c1 | -13 |
| CCc1ccc(-c2ncnn2-c2ccc(Cl)cc2)cc1 | -4 |
| COc1ccc(Cl)cc1NS(=O)(=O)c1ccc2nc(-c3ccccc3)[nH]c2c1 | -14 |
| Cc1ccccc1C(=O)Nc1ccc(O)c(-c2nc3ccccc3o2)c1 | -85 |
| COC(=O)C1=CN(Cc2ccc(Cl)cc2)C=C(C(=O)OC)C1c1ccc(C(F)(F)F)cc1 | -4 |
| Cc1cc(C)n2nc(SCC(=O)N3CCOCC3)nc2n1 | -6 |
| O=C1NC(c2cccc(F)c2)Nc2sc3c(c21)CCCC3 (stereo not drawn) | 0 |
| CCOc1ccc(-c2nc3cc(N=Cc4c(O)ccc5ccccc45)ccc3o2)cc1 | -31 |
| Cc1ccc(OCCNC(=O)c2ccccc2SCc2ccccc2)cc1C | -1 |

Other entries
| SMILES | 14-3-3 PPI |
| --- | --- |
| CCOC(=O)c1ccc(N=Cc2cc(C)c(C)c(Br)c2O)cc1 | -37 |
| CS(=O)(=O)N1CCN(CCN2C(=O)c3cccc4cccc(c34)C2=O)CC1 | -7 |
| C=CCNC(=O)CCCC(=O)NCC=C | 4 |
| COc1ccc(Cl)cc1NC(=O)CNC(=O)Cn1cnc2sc3c(c2c1=O)CCCC3 | -1 |
| COc1ccc2oc(=O)c(C(=O)Nc3ccc(C)c(C)c3)cc2c1 | -2 |
| COC(=O)c1ccccc1NC(=O)c1cn(CC(C)C)c(=O)c2cc(OC)c(OC)cc12 | -6 |
| COc1ccc(OC)c(NC(=O)CNC(=O)Cn2cnc3ccccc3c2=O)c1 | -13 |
| CCCC(=O)Nc1nc2ccc3nc(C)sc3c2s1 | -12 |
| COc1cc(C2C(N3C(=O)c4ccccc4C3=O)C(=O)N2c2ccc(C)c(Cl)c2)cc(OC)c1OC (stereo not drawn) | -1 |
| O=[N+]([O-])c1ccc(NCCCNS(=O)(=O)c2ccc(Cl)cc2)cc1 | -8 |

Carrying on.
| SMILES | 14-3-3 PPI |
| --- | --- |
| CCc1ccc(NC(=O)C2c3ccccc3C(=O)N(CCOC)C2c2ccc(F)cc2)cc1 (stereo not drawn) | -4 |
| O=c1c2cc3c(cc2[nH]c(=S)n1C1CCCC1)OCO3 | -3 |
| CCOC(=O)c1ccc(CN(Cc2ccc(F)cc2)S(=O)(=O)c2ccc(Cl)cc2)cc1 | 4 |
| CCC(=O)NC(c1ccc(C)cc1)c1cc([N+](=O)[O-])c2cccnc2c1O (stereo not drawn) | -4 |
| CC1CCCN(S(=O)(=O)c2ccc3[nH]c(=O)cc(C(=O)NCCc4ccccc4)c3c2)C1 (stereo not drawn) | 0 |
| COc1cccc(-c2nn(C)c3sc(C(=O)N4CCN(c5ccccn5)CC4)cc23)c1 | -7&-5 |
| CCOc1ccc(Nc2nc(Cc3nnc(SCC(=O)NCC4CCCO4)n3C)cs2)cc1 (stereo not drawn) | 3 |
| O=C(Cn1c(=O)n(Cc2ccccc2)c(=O)c2ccccc21)c1ccccc1 | 3 |
| c1ccc(-c2nc(-n3ccnc3)nc(-n3ccnc3)n2)cc1 | -11 |
| COc1ccc(-c2nc(C#N)c(NCCCN3CCOCC3)o2)cc1 | 3 |

New compounds follow.
| SMILES | 14-3-3 PPI |
| --- | --- |
| Cc1cccc(NC(=O)c2cc3c(ccc4ccccc43)oc2=O)c1 | 5 |
| COCCn1c(-c2ccc(Cl)cc2)cnc1SCC(=O)NCc1cccs1 | 4 |
| CC(C)=C1C2CCC1C(C(=O)NCc1ccccc1)C2C(=O)O (stereo not drawn) | 10 |
| CC(=O)Nc1ccc(-n2c(C=Cc3ccccc3)nc3ccccc3c2=O)cc1 | 2 |
| CCC(=O)N1c2ccccc2-c2nnc(SC)nc2OC1c1ccco1 (stereo not drawn) | 7 |
| CCc1cccc(NC(=O)CCNS(=O)(=O)c2ccc(Br)s2)c1 | -15 |
| CC1=NN(C(=O)C2c3ccccc3Oc3ccccc32)C(O)(C(F)F)C1 (stereo not drawn) | -7 |
| Cc1[nH]c2ccccc2c1CCn1c2c(c(=O)[nH]c1=O)C(C(F)(F)F)(C(F)(F)F)N=C(c1cccs1)N2 | -17 |
| CC(=O)N(CN1C(=O)c2ccccc2C1=O)c1ccccc1 | -3 |
| O=C(O)c1cscn1 | -9 |

(more compounds)
| SMILES | 14-3-3 PPI |
| --- | --- |
| FC(F)(F)c1nc2nncn2c2c1CCCCC2 | 1 |
| COc1cccc(C2=NOC(C(=O)NC(C)C)C2)c1 (stereo not drawn) | 5 |
| O=C(CNS(=O)(=O)c1ccc(Br)s1)NCC1COc2ccccc2O1 (stereo not drawn) | -7 |
| N#CCCn1nc(-c2ccccc2)cc1-n1c(C(F)(F)F)nc2ccccc21 | -4 |
| Nc1ccc2nc(-c3ccccc3)c(-c3ccccc3)nc2c1 | -24 |
| C(=C1CCC=C1N1CCOCC1)c1nc2ccccc2[nH]1 | -153 |
| CCC(=O)Nc1nc2ccccc2n1CCN(C)C | -4 |
| COc1ccc(C2C(C(=O)NCc3ccccc3OC)c3cc(OC)c(OC)cc3C(=O)N2C)cc1 (stereo not drawn) | -3 |
| COc1ccc(OC)c2sc(N3CCCCC3)nc12 | 1 |
| CCOC(=O)c1ccc(NC(=O)CSc2nc3c(c(=O)n2C)SC(C)C3)cc1 (stereo not drawn) | 1&-20 |

Given with values ahead of the structure: entries from further up
14-3-3 PPI,structure
1,FC(F)(F)c1nc2nncn2c2c1CCCCC2
5,COc1cccc(C2=NOC(C(=O)NC(C)C)C2)c1 (stereo not drawn)
-7,O=C(CNS(=O)(=O)c1ccc(Br)s1)NCC1COc2ccccc2O1 (stereo not drawn)
-4,N#CCCn1nc(-c2ccccc2)cc1-n1c(C(F)(F)F)nc2ccccc21
-24,Nc1ccc2nc(-c3ccccc3)c(-c3ccccc3)nc2c1

Next section
| SMILES | 14-3-3 PPI |
| --- | --- |
| CN1CCc2c(sc3c2C(=O)NC(c2cccc(OCc4ccccc4)c2)N3)C1 (stereo not drawn) | -158 |
| CC(C)NC(=O)c1ccccc1-c1nc(-c2ccccc2Cl)no1 | 3 |
| COc1cc(OC)cc(C(=O)Nc2c3c(nn2-c2ccccc2)CSC3)c1 | 1 |
| CC1=C(C(=O)Nc2ccccn2)C(c2ccc(Br)cc2)NC(=S)N1 (stereo not drawn) | -8 |
| CCOc1ccc(C2C(C(=O)OC(C)C)=C(C)NC3=C2C(=O)C(C(=O)OC)C(C)C3)cc1 (stereo not drawn) | -6 |
| Cc1ccccc1N1CN(Cc2ccco2)CNC1=S | -8 |
| Cc1ccc(-n2nc3c(c2NC(=O)c2ccc(S(=O)(=O)N4CCOCC4)cc2)CS(=O)(=O)C3)c(C)c1 | -4 |
| O=C(O)c1ccc(N2C(=O)C3CCCCC3C2=O)cc1 (stereo not drawn) | 1 |
| COc1ccc(OC)c(N/C(N)=N/c2nc(C)cc(C)n2)c1 | -15 |
| CCCCc1nc2ccccc2c(NC(=O)CN2CCN(C)CC2)c1CCC | 0 |

Next section:
| SMILES | 14-3-3 PPI |
| --- | --- |
| O=C(Cc1ccc(-n2c(=S)[nH]c3ccccc3c2=O)cc1)NCCc1ccccc1 | 2 |
| Cc1cc2c(c(=O)[nH]1)C(=O)OC2=Cc1cc2c(cc1Br)OCO2 | -11 |
| Cc1cc(C)n(S(=O)(=O)c2ccc(C)c(C)c2C)n1 | 5 |
| CC(C)C(=O)N1CCN(C2=NS(=O)(=O)c3ccccc32)CC1 | -6 |
| COc1ccc(NC(=O)C(c2ccccc2)N(C)C(=O)c2ccc(=O)[nH]c2)cc1 (stereo not drawn) | -7 |
| COC(=O)C1=C(N)OC2=C(C(=O)CCC2)C1c1ccc(Cl)cc1 (stereo not drawn) | 0 |
| Cc1nc2cc(C(=O)NCc3ccco3)ccc2n1-c1ccc(OCc2ccccc2)cc1 | -77 |
| COc1cccc(NC(=O)CN(Cc2ccccc2)S(=O)(=O)c2ccc(Cl)cc2)c1 | -7 |
| O=C(Nc1ccc2c(c1)C(=O)c1ccccc1C2=O)c1ccc(Br)cc1 | -18 |
| COc1ccc(NC(=O)c2ccc(N3C(=O)C4CC=C(Cl)CC4C3=O)cc2)cc1 (stereo not drawn) | -85 |

The list goes on.
| SMILES | 14-3-3 PPI |
| --- | --- |
| N#Cc1c(SCC(N)=O)nc2c(c1-c1cccnc1)CCC2 | -6 |
| COC(=O)NCC(c1cccnc1)N1CCN(c2ccccc2)CC1 (stereo not drawn) | -6 |
| Cc1ccc(NS(=O)(=O)c2cc(C(=O)N3CCOCC3)ccc2C)cc1 | -3 |
| Nc1nnc(SCC(=O)NCCc2ccccc2)s1 | 3 |
| CC1CCCN(S(=O)(=O)c2ccc3c(c2)CCN3C(=O)C2CCC2)C1 (stereo not drawn) | 2&-3 |
| CCOc1ccc(C2NC(=S)NC3=C2CCc2ccccc23)cc1 (stereo not drawn) | -7 |
| Cc1nc2ccccc2c2oc(C(=O)Nc3ccc4c(c3)OCCO4)cc12 | 0 |
| CC(=O)C1=C(O)C(=O)N(CCN(C)C)C1c1ccc(Cl)cc1 (stereo not drawn) | 1 |
| COc1cccc2sc(Nc3nc(C)c(C(C)=O)s3)nc12 | -14 |
| Cc1ccc(C)c(S(=O)(=O)Nc2ccc3oc(=O)sc3c2)c1 | -1 |

(more compounds)
smiles	14-3-3 PPI
Cc1cnc(C(=O)Nc2ccccc2C(=O)N2CCOCC2)cn1	-6
CCN(c1cccc(C)c1)S(=O)(=O)c1ccc2[nH]cc(C(=O)NCCC(C)C)c(=O)c2c1	-2
O=C(NCC1CCCO1)c1ccc(NC(=O)C2CC=CCC2C(=O)O)cc1 (stereo not drawn)	1
O=C(Nc1cc(C(F)(F)F)ccc1N1CCOCC1)c1ccc(Cl)c([N+](=O)[O-])c1	-6
COc1ccc(CCNc2cc(N3CCN(S(=O)(=O)c4ccc(Cl)cc4)CC3)ccc2[N+](=O)[O-])cc1OC	5
COc1ccc(OCC(=O)Nc2cccc(-c3nc4ccccc4s3)c2)cc1	-36
Cc1ccc(SCc2cn3c(C)csc3n2)cc1	-3
O=C(Cc1ccc(Br)cc1)NC1CCSC1=O (stereo not drawn)	-4
NC(=O)c1ccc(-c2ncc(-c3ccccc3)o2)cc1	0
Cc1cc(C)c(C(=O)Nc2ncc(S(=O)(=O)c3ccc([N+](=O)[O-])cc3)s2)c(C)c1	-6
COC(=O)c1nnn(CC(=O)Nc2cccc(C)c2C)c1C(=O)OC	1
Cc1occc1C(=O)N1CCN(C(c2ccccc2)c2ccccc2)CC1	1

Next part (four carried over from the part before).
smiles	14-3-3 PPI
NC(=O)c1ccc(-c2ncc(-c3ccccc3)o2)cc1	0
Cc1cc(C)c(C(=O)Nc2ncc(S(=O)(=O)c3ccc([N+](=O)[O-])cc3)s2)c(C)c1	-6
COC(=O)c1nnn(CC(=O)Nc2cccc(C)c2C)c1C(=O)OC	1
Cc1occc1C(=O)N1CCN(C(c2ccccc2)c2ccccc2)CC1	1
COc1ccc(OC)c(N2Cc3cc(C)c(C)cc3C2)c1	-48
Cc1c(C(=O)N2CCN(c3ccc(C(F)(F)F)cn3)CC2)oc2ccccc12	-4
CC(C)(C)c1ccc(C(=O)Nc2c3c(nn2-c2cccc(Cl)c2)CS(=O)C3)cc1 (stereo not drawn)	-9
Cc1cc(C)cc(NC(=O)C2C3C=CC4(O3)C2C(=O)N(C(C)c2ccccc2)C4C(=O)NC2CCCCC2)c1 (stereo not drawn)	3
O=C(NCc1ccccc1)c1ccc2c(c1)OCCO2	-16
CCC(=O)N1CCc2cc(S(=O)(=O)Nc3c(C)n(C)n(-c4ccccc4)c3=O)ccc21	0
O=C(NCc1ccccc1)c1c(Cl)nsc1Cl	-8
O=C(Nc1ccc(F)cc1)Nc1ccc(Cc2ccncc2)cc1	-9
COCCCNC(=O)c1ccc(NS(C)(=O)=O)cc1	5
N#Cc1c(N)nc(SCC(=O)c2ccc([N+](=O)[O-])cc2)c(C#N)c1-c1ccccc1	-8
CCS(=O)(=O)N1CCCC(C(=O)NCCN2CCCCC2C)C1 (stereo not drawn)	2
Cc1ccc(Sc2cc(C(=O)NCCC(C)C)c3ccccc3n2)cc1	2

The results go on.
smiles	14-3-3 PPI
CCN1CCN(CCC(=O)Nc2ccc3c(c2)OCCO3)CC1	3
CCOC(=O)C1=C(C)NC2=C(C(=O)CCC2)C1c1ccccc1Br (stereo not drawn)	-8
O=C(O)CC1OC(=O)c2cc3c(cc21)C(=O)OC3CC(=O)O (stereo not drawn)	-7
CN(C)c1nc(Oc2ccc(=O)[nH]n2)nc(N2CCCCC2)n1	-2
NS(=O)(=O)c1ccc(CCNc2ncnc3c2c(-c2ccccc2)cn3-c2cccc(Cl)c2)cc1	1
CCOC(=O)c1cc(=O)n(Cc2ccccc2C)c2ccccc12	-4
O=C(Cn1nc(-c2ccc(Cl)cc2)ccc1=O)N1CCOCC1	-10
Cc1ccc(S(=O)(=O)NCCN2CCOCC2)cc1C	-6
CC1CCCCC1NC(=O)CSc1nnc(COc2ccc(Cl)cc2)o1 (stereo not drawn)	-5
Cc1ccc(C2SCC(=O)N2Cc2cn3ccsc3n2)o1 (stereo not drawn)	-4
COC(=O)C1=C(C)C(c2cccs2)NC(=O)N1C (stereo not drawn)	-3
CCC1=NN(C(=O)c2ccc(Cl)cc2)C(O)(C(F)(F)F)C1 (stereo not drawn)	-14

(more compounds)
smiles	14-3-3 PPI
CC(=O)c1ccc(N2CCN(C(=O)c3ccc(Cn4c(=S)[nH]c5cc6c(cc5c4=O)OCO6)cc3)CC2)cc1	-37
CCCCNC(=O)C(=O)NCC1CCCO1 (stereo not drawn)	-1
O=C(O)CCNc1c([N+](=O)[O-])c(=O)oc2ccccc12	5
Cc1nc(N2CCCCC2)c2c(C)c(C(=O)Nc3ccc(Br)cc3C)sc2n1	5
CC1CC(NC(=O)CCn2c(=O)oc3ccccc32)CC(C)(C)C1 (stereo not drawn)	2
COc1ccc(-c2nn(C)c(=O)c3ccccc23)cc1CNC(=O)c1ccco1	0
Nc1nc(-c2ccco2)cs1	-11
COC(=O)NC1(C(F)(F)F)C(=O)NC(C)=C1C(=O)OC (stereo not drawn)	0
O=C1NC(c2ccccc2F)Nc2sc3c(c21)CCCC3 (stereo not drawn)	7
Cc1ccc(NC(=O)C2CC(=O)N=C(N)S2)cc1 (stereo not drawn)	6
Cc1ccc(C(=O)Nc2ccc(N(C)C)cc2)o1	12
CCc1ccccc1NC(=O)c1oc(=O)c2ccccc2c1-c1ccc(C)cc1	4
C=CCn1c(SCc2nc(N)nc(N3CCCCC3)n2)nnc1-c1ccco1	-8
